Screening results: PubChem, several laboratories
V-ATPase pHluor: regulators of yeast V-ATPase proton transport. S. cerevisiae, pHLuorin cytosolic pH fluorescence. response, % at 10 µM. 0.37% of 350,000 active; in the data active = response mostly above about 7.3%, no sharp cut-off; inactive = mostly below about 5.4%; note: actives read high; inactives centre near 0; some compounds called inactive have numbers as strong as hits; reference of the scale not given here
HTR5A ag ctr: activates human HTR5A in OPRM1-OPRD1 agonist counter-screen; P47898; HTR5A agonist assay, luminescence, cell-based; activation, % at 9.3 µM; 0.61% of 340,000 active; AID 504692; in the data active = activation mostly above about 9.5%, no sharp cut-off; inactive = mostly below about 7.6%;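 note: 0% = cells with vehicle only and 100% = reference agonist; strong numbers were not always called active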
PKA-R2B act: activators of human PKA-R2B complex; activation, % at 11.4 µM; AID 504700; PKA-R2B holoenzyme dissociation, Cy5-IP20 fluorescence polarization; R2B truncated from residue 108, S112A mutant; 0% DMSO only, 100% 113 µM cGMP; P22694+P31323; 0.079% of 340,000 active;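 active = activation above a cutoff set at the mean over all compounds plus 3 SD, cut at about 18% in these data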;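 note: higher means more holoenzyme dissociation and a rise in polarization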
Arrestin-AP2 inh: human beta-arrestin and AP2 interaction inhibition; FITC-arrestin peptide / GST-AP2 beads, flow cytometry; AP2 beta2 appendage carries R879A mutation; inhibition, % at 10 µM; 0.31% of 340,000 active; AID 504490;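 active = inhibition above a set limit, near 3 SD of compounds lacking own fluorescence, cut at about 54% in these data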;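 note: plate controls were DMSO wells for no effect and 5 µM unlabelled arrestin peptide for full effect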
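Material – GST-tagged AP2 beta2-adaptin appendage (R879A) on 4 µm glutathione beads · Probe or stimulus – fluorescein-tagged arrestin peptide at 50 nM final · Timing – 12 min plus 1 h, RT · Detection – bead flow cytometry, FITC channel · Read-out basis – inhibition as reduced fluorescein signal on beads, percent · Medium – PBS plus Tween 20 (0.05%) and BSA (0.1%)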
DAGLB inhibitor: blocks human DAGLB lipase activity | Q8NCG7 | HEK293T DAGLB membrane lysate, EnzChek fluorogenic substrate | inhibition, % at 5.17 µM | 0.059% of 340,000 active; in the data active = inhibition above about 34%;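 note: 0% = enzyme with vehicle and 100% = wells lacking enzyme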
HTR5A inv ctr: counter-screen for OPRM1-OPRD1 inverse agonists: human HTR5A inverse agonism. 0.083% of 340,000 active. HTR5A cell line, luminescence. inhibition, % at 9.3 µM; in the data active = inhibition mostly above about 23%, no sharp cut-off; inactive = mostly below about 18%;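 note: 0% = cells with DMSO and 100% = no-cell wells with DMSO; some compounds called inactive have numbers as strong as hits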
PKA-R1A act: activates the PKA-R1A holoenzyme complex; P00514+P68181; PKA-R1A dissociation, Cy5-IP20 fluorescence polarization; scaled: DMSO 0%, 113 µM cGMP 100%; activation, % at 11.4 µM; 0.083% of 340,000 active;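 active = percent activation above the mean of all tested compounds plus 3 SD, cut at about 19% in these data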;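 note: higher means more PKAc released from R1A so a rise in polarization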
OPRM1-OPRD1 ag: OPRM1-OPRD1 heterodimerization agonism; P35372+P41143; cells, luminescence; activation, % at 9.3 µM; 0.3% of 340,000 active; AID 504326; in the data active = activation above about 18%;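 note: 0% = vehicle-treated cells and 100% = reference agonist; values of inactives mirror those of a sister screen read the other way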
Target sequence (P35372 whole entry, looked up): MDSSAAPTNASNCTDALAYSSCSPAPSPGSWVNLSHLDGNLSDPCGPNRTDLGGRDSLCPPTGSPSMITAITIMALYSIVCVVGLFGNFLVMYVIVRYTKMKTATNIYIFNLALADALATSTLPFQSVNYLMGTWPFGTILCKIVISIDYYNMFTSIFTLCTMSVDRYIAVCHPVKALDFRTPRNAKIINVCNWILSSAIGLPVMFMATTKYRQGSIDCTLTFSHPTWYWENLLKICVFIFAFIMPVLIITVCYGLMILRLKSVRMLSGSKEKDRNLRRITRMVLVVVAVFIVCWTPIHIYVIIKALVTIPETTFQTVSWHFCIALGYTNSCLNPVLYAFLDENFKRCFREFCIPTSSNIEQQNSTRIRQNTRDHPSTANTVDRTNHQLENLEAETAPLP
Target sequence (P41143 whole entry, looked up): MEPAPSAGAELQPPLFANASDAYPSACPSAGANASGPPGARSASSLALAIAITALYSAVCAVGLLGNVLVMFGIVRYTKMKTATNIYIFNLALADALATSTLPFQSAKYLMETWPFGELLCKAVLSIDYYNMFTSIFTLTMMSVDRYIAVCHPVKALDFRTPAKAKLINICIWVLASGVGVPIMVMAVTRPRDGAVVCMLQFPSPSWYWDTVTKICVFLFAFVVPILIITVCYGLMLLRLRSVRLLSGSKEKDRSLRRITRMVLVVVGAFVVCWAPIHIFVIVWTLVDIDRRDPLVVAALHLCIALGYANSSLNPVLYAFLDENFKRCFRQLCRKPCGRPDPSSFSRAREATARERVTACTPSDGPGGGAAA
MOR-DOR inv ag: inverse agonist of human OPRM1-OPRD1 heterodimerization | P35372+P41143 | cell-based MOR-DOR heterodimer luminescence, inverse agonism | inhibition, % at 9.3 µM | 0.21% of 340,000 active; in the data active = inhibition above about 22%, passing the limit was not always enough;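 note: 0% = cells with DMSO and 100% = wells without cells with DMSO; values of inactives mirror those of a sister screen read the other way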
Pemphigus Ab inh: blocks pemphigus antibody binding to human desmoglein-3 | DSG3-coupled beads, scFv-anti-DSG3-GFP binding, flow cytometry; hits give low values | binding (percent of control), % at 10 µM | P32926 | AID 588358 | 0.48% of 310,000 active;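 active = binding more than 3 SD below its plate's average and above zero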;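 note: hits lower antibody fragment binding to DSG3; some compounds called inactive have numbers as strong as hits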
* = called active by the depositor; · = not tested or not shown. Compounds as they come, and some 2.4% of all compounds hit somewhere here.

SMILES | V-ATPase pHluor | HTR5A ag ctr | PKA-R2B act | Arrestin-AP2 inh | DAGLB inhibitor | HTR5A inv ctr | PKA-R1A act | OPRM1-OPRD1 ag | MOR-DOR inv ag | Pemphigus Ab inh
COc1ccccc1CNC(=O)Cn1cccc1C(=O)c1ccccc1 | 0 | -1 | 0 | 48 | -6 | 2 | -2 | -3.4 | 17 | 99
CC(C)Cc1nc(SCc2cccnc2)c2c(=O)n(C)c(=O)n(C)c2n1 | -3 | 2 | -3 | -2 | 3 | -4 | -13 | -1.8 | 9 | 125
Nc1nnnn1/N=C/c1cc(Cl)ccc1O | -2 | 2 | 8 | -1 | -2 | -6 | -3 | 0.8 | -4 | 89
O=C(N/N=C/c1ccco1)C1CC1c1ccccc1 (configuration not stated) | -2 | -4 | -3 | 40 | 1 | -21 | -5 | 0.2 | -1 | 126
COc1cc(OC)cc(OCC(O)Cn2cnc3cc(C)c(C)cc32)c1 (configuration not stated) | 0 | 2 | -10 | 8 | -3 | -7 | -6 | 0.7 | -4 | 96
CCOc1ccc(NC(=O)C2CCN(c3nnnn3-c3ccccc3)CC2)cc1 | -1 | 7 | 5 | 26 | -1 | -2 | -9 | -2.3 | 14 | ·
O=C(Nc1ccc(S(=O)(=O)Nc2nccs2)cc1)c1ccc(F)c(S(=O)(=O)N2CCOCC2)c1 | -2 | -5 | 6 | -10 | 1 | 3 | 16 | -1.6 | 8 | 97
COc1ccccc1-n1cnnc1SCC(=O)N1CCOCC1 | 0 | -1 | -3 | 53 | 1 | 3 | -11 | -1.6 | 9 | 110
Cn1c(SCC(=O)N2CC(=O)Nc3ccccc32)nc2ccccc2c1=O | 0 | -2 | -6 | -4 | -1 | 6 | -8 | 0.0 | 0 | 106
COc1ccc(OC)c(S(=O)(=O)N/N=C(/C)c2c[nH]c3ccccc23)c1 | -1 | 5 | 1 | 2 | 0 | 9 | -9 | -1.1 | 6 | 105
Cc1ccc(C(=O)NCCNC(=O)COc2ccc(Cl)cc2)cn1 | 7 | 2 | -1 | -17 | 0 | -12 | -6 | -2.3 | 12 | 114
O=C(COc1ccc(Cl)cc1)NCCN1CCCC1 | -3 | -4 | 1 | -6 | -2 | 16 | -1 | -3.7 | 17 | 101
O=C(c1cc(COc2ccc(F)c(F)c2)on1)N1CCN(C2CCCCC2)C(=O)C1 | -1 | -3 | -3 | 2 | 0 | -1 | 0 | -0.2 | 1 | 102
CN(NC(=O)c1ccc(Cl)cc1)c1cccc(Cl)n1 | -2 | -4 | 7 | 25 | -4 | 12 | 6 | -2.7 | 14 | ·
Cc1ccccc1NC(=O)CC(C)S(=O)(=O)c1ccc2c(c1)NC(=O)CO2 (configuration not stated) | -7 | 5 | -5 | 4 | -1 | 3 | -15 | -3.1 | 16 | ·
CCOC(=O)C(NC(=O)c1ccccc1)=C1CCCCC1 | 1 | 1 | -8 | 1 | -1 | 13 | -9 | -2.5 | 11 | 104
Cc1cc(N2C(=O)c3ccc(C(=O)NCc4ccccc4)cc3C2=O)no1 | -2 | -4 | 0 | 46 | -1 | -2 | -2 | -2.2 | 12 | ·
Cn1c(=O)c2cc(S(=O)(=O)NC(C(=O)Nc3cccnc3)c3ccccc3)ccc2n(C)c1=O (configuration not stated) | 0 | 1 | 6 | -3 | -5 | -2 | -1 | -1.4 | 8 | 101
COc1ccccc1Nc1cc(C(=O)NCc2cccnc2)c2ccccc2n1 | 0 | 3 | -10 | 3 | 0 | -9 | -15 | -1.8 | 10 | 93
CSCCC(NC(=O)c1ccccc1Cl)C(=O)N1CCC1 (configuration not stated) | 0 | 2 | 3 | -18 | 0 | -2 | -5 | -3.3 | 21 | 103

The final two compounds of the part above lead into the next.
SMILES | V-ATPase pHluor | HTR5A ag ctr | PKA-R2B act | Arrestin-AP2 inh | DAGLB inhibitor | HTR5A inv ctr | PKA-R1A act | OPRM1-OPRD1 ag | MOR-DOR inv ag | Pemphigus Ab inh
COc1ccccc1Nc1cc(C(=O)NCc2cccnc2)c2ccccc2n1 | 0 | 3 | -10 | 3 | 0 | -9 | -15 | -1.8 | 10 | 93
CSCCC(NC(=O)c1ccccc1Cl)C(=O)N1CCC1 (configuration not stated) | 0 | 2 | 3 | -18 | 0 | -2 | -5 | -3.3 | 21 | 103
COc1ccc(C(=O)Cc2nnc(C)s2)c(OC)c1 | -1 | -6 | 8 | 2 | 0 | 19 | -7 | -12 | 78* | 102
Cc1cc(C)c(OCCNCc2ccccc2)c(C)c1 | -3 | -2 | 3 | -15 | -7 | 6 | -5 | 1.5 | -7 | 99
C#CCOCCOCCOCCNc1nc(N2CCN(C(=O)[C@H](CCC(=O)O)n3cc(C(N)[C@H](C)CC)nn3)CC2)nc(N2CCN(C(=O)[C@H](Cc3ccc(O)cc3)n3cc(C(N)[C@H](C)CC)nn3)CC2)n1 (some centres not stated) | 6 | -4 | -6 | 6 | -2 | 10 | 4 | -2.6 | 15 | 98
Cn1c2ccc(CC(=O)O)cc2c2cc(CC(=O)O)ccc21 | -1 | -2 | 6 | -2 | -2 | 3 | -12 | -0.5 | 3 | 101
CCOC(=O)c1cc(C)n(CCCN2CCOCC2)c1C | -2 | 8 | -3 | 11 | 1 | -29 | 2 | -1.8 | 10 | 104
Cc1ccc(C)c(NC(=O)c2nc(-c3ccccc3)n(-c3ccccc3)n2)c1 | -5 | -3 | -6 | 28 | -10 | 9 | -4 | -0.4 | 2 | 102
CC(C)C(NC(=O)C1(NC(=O)OCc2ccccc2)CCCC1)C(=O)O (configuration not stated) | 1 | 4 | -3 | 28 | -3 | -13 | 3 | -2.3 | 12 | 96
CCn1c(SCC(=O)N2CCCC2)nnc1-c1ccc(S(=O)(=O)N2CCCCCC2)cc1 | 1 | 1 | 2 | -1 | -1 | -3 | 3 | -0.9 | 4 | 111
O=[N+]([O-])c1cccc(C2NCC(c3ccccc3Cl)c3c2[nH]c2ccccc32)c1 (configuration not stated) | 2 | 0 | -10 | 17 | 0 | 0 | -23 | 5.1 | -27 | 104
Cc1cccc(C(=O)Nc2ccc3c(c2)C(=O)NC3=O)c1 | 2 | 11 | -4 | -1 | 3 | -30 | -5 | -1.5 | 8 | 105
COc1ccc(C(=O)NC(=S)NCc2cccnc2)cc1[N+](=O)[O-] | 4 | -2 | 0 | -2 | 0 | 1 | 1 | -3.1 | 15 | ·
Cc1ccc(NC(=O)CSc2nc3[nH]ncc3c(=O)[nH]2)c(C)c1 | 0 | -1 | 0 | 0 | 1 | 17 | -7 | -3.8 | 19 | 83
Cc1ccc(NC(=O)C2C3CCC(O3)C2C(=O)O)c(Br)c1 (configuration not stated) | -6 | -6 | 7 | -6 | 2 | 9 | 0 | -0.4 | 2 | 106
COc1ccc(Br)cc1C(=O)N/N=C/c1cccnc1 | 7 | 1 | -18 | -2 | 1 | -3 | -8 | -0.8 | 4 | 89
COc1ccc(OC)c(S(=O)(=O)N2CCN(C(=O)CCc3ccccc3)CC2)c1 | 0 | -1 | 2 | 38 | 0 | -20 | -2 | -2.2 | 11 | 99
COc1ccccc1/C=C/C(=O)OCC(=O)NC1CCS(=O)(=O)C1 (configuration not stated) | 6 | -2 | -1 | 5 | 1 | 6 | -6 | -2.9 | 14 | ·
COc1ccc(N2C(=O)C3C(C2=O)C2C=CC3C23CC3)c([N+](=O)[O-])c1 (configuration not stated) | 0 | -1 | -3 | -3 | 4 | 4 | -15 | -0.2 | 2 | 93
O=C(NCc1ccco1)c1ccc(NS(=O)(=O)c2cccc([N+](=O)[O-])c2)cc1 | 1 | 0 | -13 | 47 | -2 | 0 | 5 | -1.7 | 9 | 103
C/C(=N\NC(=O)c1ccc2ccccc2c1)c1cccnc1 | -5 | -3 | 2 | 26 | -4 | 7 | -8 | -1.7 | 9 | ·
CN(C(=O)CSc1nnc(COc2ccccc2F)n1N)C1CCS(=O)(=O)C1 (configuration not stated) | -3 | 2 | 1 | 13 | -2 | -6 | 2 | -2.6 | 14 | 99
CCOc1ccc(S(=O)(=O)Nc2ccc(S(=O)(=O)Nc3cc(OC)ccc3OC)cc2)cc1 | 8 | -6 | -4 | 13 | 2 | 21 | -8 | -1.7 | 9 | 99
CN(Cc1ccccc1)C(=O)CCC1CCN(S(C)(=O)=O)CC1 | 0 | -3 | 6 | 2 | -3 | 12 | 3 | -1.1 | 5 | 96
COc1ccc(CNC(=O)CSc2n[nH]c(N)n2)cc1OC | -7 | 2 | -4 | -5 | 2 | -6 | -2 | -2.1 | 13 | 87
C/C(CC(=O)Nc1ccc(Cl)c(C(F)(F)F)c1)=N\NC(=O)c1cc2ccccc2cc1O | -1 | 3 | -9 | -5 | -4 | -8 | 2 | -1.5 | 8 | 116
CCCCn1c(N)c(N(C)C(=O)c2cc3c(F)cccc3s2)c(=O)[nH]c1=O | 0 | -7 | -17 | -9 | 3 | -4 | 6 | -2.4 | 10 | 95
O=C(CN1C(=O)NC2NC(=O)NC21)N/N=C/c1ccc(F)cc1 (configuration not stated) | -2 | -1 | -12 | -3 | -3 | -15 | -15 | -3.2 | 16 | 105
O=c1[nH]c2ccccc2nc1CCc1ccccc1 | -1 | 2 | 7 | -29 | 0 | -45 | -1 | 0.3 | -2 | ·
COc1ccc2cc3cc(C(=O)NCCCN4CCOCC4)oc3nc2c1 | 3 | 5 | -12 | 5 | 1 | -1 | -1 | -1.4 | 9 | 110
COc1cccc(C(=O)O/N=C(\N)c2ccc([N+](=O)[O-])cc2)c1OC | 1 | 13* | -5 | 8 | -4 | -16 | 1 | 14 | -78 | 97
CC1CCN(S(=O)(=O)c2ccc3[nH]c(=O)[nH]c3c2)CC1 | -3 | -1 | 1 | 25 | 0 | -8 | 1 | 0.0 | 0 | 111
Cc1cccc(NC(=O)C2CCCN(S(=O)(=O)c3c(C)nn(C)c3C)C2)c1 (configuration not stated) | 2 | 0 | -1 | -10 | 0 | -1 | 7 | -1.1 | 6 | ·
CCOC(=O)C1=NN(C(=O)Cc2ccccc2)C(O)(c2ccc(Cl)cc2)C1 (configuration not stated) | 1 | 0 | -4 | 2 | -2 | -26 | 6 | 4.6 | -24 | 95
CCSc1nnc(NC(=O)COc2cccc3ccccc23)s1 | 3 | 7 | -9 | 4 | -2 | -11 | 6 | 2.0 | -11 | 97
CCC(=O)c1ccc(OC(=O)N2CCOCC2)cc1 | 1 | 7 | 0 | -9 | 1 | -28 | -1 | -1.4 | 7 | 119
Cc1ccc(-c2ocnc2C(=O)Nc2ccccc2NC(=O)c2ccccn2)cc1 | -2 | 3 | -3 | 17 | -2 | -6 | -1 | -0.5 | 3 | 107
O=CNCC(=O)NC1CCCCCC1 | 0 | 1 | 2 | 3 | 0 | -10 | -6 | -1.4 | 8 | 96
CCOc1ccc(/C=N/NC(=O)CC(=O)NCc2ccccc2)cc1 | 0 | 6 | 4 | 19 | -1 | -16 | -6 | -3.1 | 16 | 105
O=C(Cc1ccc(F)cc1)NCCc1ccc(F)cc1 | 10 | 8 | -6 | -11 | -1 | 4 | 1 | -2.6 | 12 | 99
